PglD inh: inhibitors of Campylobacter jejuni PglD acetyltransferase; purified PglD enzyme, DTNB colorimetric CoA detection; inhibition, % at 12.5 µM; 360,000 tested, 0.098% active; in the data active = inhibition above about 16%, passing the limit was not always enough; inconclusive = no clear call, values can overlap the other calls; also: strong numbers were not always called active
miR-122 sensor: miR-122 inhibition in Huh7 cells; activation (reporter increase), % at 12.5 µM; Huh7 miR-122 Renilla luciferase sensor, 48 h; neutral wells = 0, positive control = 100; 340,000 tested, 0.3% active; AID 602342;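 active = mean replicate activation score at least 90 and every replicate individually at or above 90; inconclusive = only one of the two criteria met; inactive = neither criterion met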;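 also: higher luciferase means less miR-122 activity so hits act as miR-122 inhibitors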
E-sel inducer: E-selectin induction on HUVECs | activation, % at 7.58 µM | HUVEC E-selectin immunofluorescence imaging; normalized: neutral wells 0, TNF-alpha wells 100 | P16581 | 260,000 tested, 0.37% active;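 active = mean E-selectin-positive cell signal at least 10% of the positive control, reached in at least 60% of replicates, without over 20% cell loss; inconclusive = no rule given, readout overlaps actives, possibly toxicity-flagged; inactive = the rest, including those meeting only one limit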;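 also: in these data hits start at about 27%; measured in HUVEC primary endothelial cells; signal is the percent of cells scored E-selectin positive by PE staining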
Target sequence (P16581 whole entry, looked up): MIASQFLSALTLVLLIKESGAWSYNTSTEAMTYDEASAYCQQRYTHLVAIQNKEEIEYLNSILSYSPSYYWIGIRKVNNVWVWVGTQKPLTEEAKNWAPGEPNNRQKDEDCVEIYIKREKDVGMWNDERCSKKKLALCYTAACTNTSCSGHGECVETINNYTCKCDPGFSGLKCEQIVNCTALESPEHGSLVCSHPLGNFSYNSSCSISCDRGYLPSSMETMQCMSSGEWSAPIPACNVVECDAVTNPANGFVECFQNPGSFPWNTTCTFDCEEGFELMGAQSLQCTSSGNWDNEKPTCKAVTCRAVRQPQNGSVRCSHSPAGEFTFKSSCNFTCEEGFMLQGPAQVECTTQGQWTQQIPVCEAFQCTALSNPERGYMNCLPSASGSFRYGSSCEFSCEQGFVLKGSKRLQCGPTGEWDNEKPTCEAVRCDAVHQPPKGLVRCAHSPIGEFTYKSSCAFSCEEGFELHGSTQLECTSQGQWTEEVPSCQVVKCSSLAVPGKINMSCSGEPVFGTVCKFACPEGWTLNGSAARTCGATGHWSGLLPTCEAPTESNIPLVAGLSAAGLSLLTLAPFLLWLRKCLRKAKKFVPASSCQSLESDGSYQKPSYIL
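assay system = HUVEC, human umbilical vein endothelial cells | input = 3,000 HUVEC seeded per well | medium = EGM-2 growth medium on 0.1% gelatin-coated wells | dosing = one compound dose added by pin transfer | signal = immunofluorescence imaging | read-out basis = % PE-positive cells | control set = TNF-alpha, DMSO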
Cneo AK release: Cryptococcus neoformans lysis via adenylate kinase release | C. neoformans lysis, adenylate kinase release luminescence, 4 h; normalised: neutral wells 0, clomiphene wells 100 | 360,000 tested, 0.2% active | lysis activity, % at 15 µM;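 active = mean lysis activity across replicates of at least 80%, whatever share of replicates individually reach that level; inactive = mean lysis activity below 80%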
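Material – Cryptococcus neoformans yeast cells · Quantity – 5 × 10^6 yeast cells/mL · Buffer or medium – YPD medium · Compound – single dose · Timing – 4 h static compound exposure, 37 °C, read 1 h post-reagent · Signal – adenylate kinase release luminescence · Read-out basis – lysis from increased AK signal · Benchmarks – Clomiphene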
PGC1a acetyl inh: modulators of PGC1a acetylation; U2OS PGC1a acetylation, AlphaScreen anti-acetyl-lysine; with virally co-expressed GCN5 acetyltransferase; inhibition, % at 15.6 µM; 350,000 tested, 0.17% active;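 active = every replicate shows inhibition of at least 40%; inconclusive = mean inhibition at least 40% but some replicate below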;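 also: 0% = neutral control wells and 100% = positive control wells; some results beyond the cut were filed as inactive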
ERAP1 inh: ERAP1 (human) enzyme inhibition; Q9NZ08; recombinant ERAP1, Leu-AMC fluorescence, 60 min; inhibition, % at 10.7 µM; 340,000 tested, 0.15% active; AID 652197;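 active = mean replicate inhibition of at least 30%, or all replicates individually reaching that 30% level; inactive = mean below 30% and not every replicate reaching it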;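 also: 0% = neutral control wells and 100% = L-leucinethiol positive control wells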
RAD54 branch: RAD54 (human) branch migration inhibition | Q92698 | RAD54 Holliday junction branch migration, FAM/BHQ fluorescence | inhibition, % at 10.4 µM | 360,000 tested, 0.14% active | AID 602329;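 active = mean normalized replicate activity at least 40 and at least half of replicates scoring 40 or more; inconclusive = only one of the two criteria met; inactive = mean below 40 and under half of replicates reaching 40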;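 also: 0% = median of neutral control wells and 100% = median of positive control wells; inhibitors cause a drop in the FAM fluorescence signal; in these data hits start at about 50%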
RAD52 inh: RAD52 (human) annealing inhibition. recombinant RAD52 DNA annealing, FRET fluorescence. AID 651710. inhibition, % at 18.7 µM. 360,000 tested, 0.46% active. P43351;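 active = every replicate showing at least 50% inhibition; inconclusive = mean inhibition at least 50% but not in every replicate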
Target sequence (P43351 whole entry, looked up): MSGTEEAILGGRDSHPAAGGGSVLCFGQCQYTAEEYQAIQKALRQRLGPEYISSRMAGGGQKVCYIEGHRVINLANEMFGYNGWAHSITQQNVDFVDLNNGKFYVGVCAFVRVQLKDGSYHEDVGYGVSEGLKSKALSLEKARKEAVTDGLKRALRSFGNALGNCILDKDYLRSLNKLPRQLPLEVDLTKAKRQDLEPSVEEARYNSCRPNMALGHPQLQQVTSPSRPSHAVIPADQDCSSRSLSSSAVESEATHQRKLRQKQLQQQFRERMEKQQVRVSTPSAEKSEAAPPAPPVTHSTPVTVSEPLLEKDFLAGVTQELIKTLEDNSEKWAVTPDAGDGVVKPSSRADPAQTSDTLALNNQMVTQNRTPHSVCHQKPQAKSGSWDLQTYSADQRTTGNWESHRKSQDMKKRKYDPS
Active calls of the source: *; ? = inconclusive; nt = not tested or not shown; [ ] = remark or other dose.

SMILES	PglD inh	miR-122 sensor	E-sel inducer	Cneo AK release	PGC1a acetyl inh	ERAP1 inh	RAD54 branch	RAD52 inh
O=C(Cc1ccc(N2CCNC2=O)cc1)N1CCCC(Nc2ccc(F)c(F)c2)C1 (configuration not stated)	-3	15	1.0	1	nt	-1	1	-14
Cc1cc(C)c2c(CC(=O)N(CCC#N)Cc3cccnc3)coc2c1	1	-5	nt	-7	-1	nt	-1	nt
O=C(CN1CCC(C(=O)c2ccc(F)cc2)CC1)Nc1ccc(F)cc1	-4	4	nt	-4	-8	nt	5	nt
CC(C)(CNC(=O)c1ccc(Br)o1)N1CCOCC1	5	nt	0.3	0	nt	-2	0	-20
Nc1nc(CSc2ncn(-c3ccccc3)n2)cs1	nt	-8	nt	nt	1	3	nt	-24
CC1CCN(C(=O)c2ccc(NC(=O)c3ccccc3)cc2)CC1	-1	-10	-0.4	0	nt	3	2	-10
CNC(=S)N1CCC(C(=O)c2ccc(Cl)cc2)CC1	-3	-1	-0.2	1	-6	-4	5	2
COC(=O)c1ccc(NC(=O)C[n+]2ccccc2)cc1	-8	1	nt	2	5	-3	4	-1
Cc1noc(C)c1S(=O)(=O)Nc1ccc2c(c1)C(=O)N([C@@H](C)CO)C[C@@H](C)[C@H](CN(C)Cc1ccc3c(c1)OCO3)OCCCC[C@H](C)O2	1	33[16.7 µM]	0.1	101*	1	5	6	3
CCCn1c(O)c(N=NC(=O)CNC(=O)c2ccncc2)c2ccccc21	-3	-5	1.5	0	1	5	-1	-11
COc1cc(C(=O)N2CCN(c3ncnc4sc(C)c(C)c34)CC2)cc(OC)c1OC	-5	1	nt	-1	-6	nt	-1	nt
Cc1ccc(N(Cc2ccc(C(=O)NCCSc3ccccn3)cc2)S(C)(=O)=O)cc1C	3	21	nt	4	-4	6	-1	-1
CN(C(=O)CSc1nc2ccccc2c(=O)n1C)C1CCS(=O)(=O)C1 (configuration not stated)	-2	-4	0.0	0	-9	-2	-2	10
O=C(NN1C(=O)c2ccccc2NC1c1ccco1)c1ccc(Br)cc1 (configuration not stated)	-2	-1	-1.6	1	nt	2	5	-3
COc1ccc(Cl)cc1C1=CC(=O)C[C@H](c2ccc(F)cc2)C1	6	-8	nt	0	nt	-1	-1	30
O=C(C[C@@H]1C[C@H]2c3cc(NC(=O)C4CCC4)ccc3O[C@H]2[C@H](CO)O1)NCc1ccc2c(c1)OCO2	1	-2[16.7 µM]	-0.3	0	26	1	8	-3
O=[N+]([O-])c1cccc(CN2[C@@H](Cc3ccccc3)COCCS2(=O)=O)c1	-1	-4	-0.1	-1	-6	nt	6	nt
CN(C)CC(C)(C)CNC(=O)C1CCN(CCCc2ccccc2)CC1	1	-8	0.5	0	-18	-1	-1	2
CN(C)C(=O)CCc1ccc2c3c([nH]c2c1)[C@]1(C)[C@@H](C(=O)N2CCCCC2)C[C@H](CC(=O)NCCC2=CCCCC2)C(=O)N1CC3	-1	nt	-0.8	-1	nt	-3	-3	-10
CC(C)NC(=O)Nc1ccc2c(c1)C(=O)N([C@H](C)CO)C[C@@H](C)[C@@H](CN(C)C(=O)Nc1ccccc1)OCCCC[C@@H](C)O2	0	-3[16.7 µM]	0.2	0	-1	2	-3	9
COC(=O)c1ccc(-n2nnnc2SCC(=O)N2CCCCC2)cc1	-6	-6	nt	nt	-3	-2	-12	-6
CCC(=O)N1CCC2(CC1)Oc1ccc(F)cc1C(=O)C21CC(c2ccc(Cl)cc2)=NO1 (configuration not stated)	-3	-7	0.3	7	nt	2	3	-5
CN1CCN(c2ccc(Cl)cc2NC(=O)c2ccc(S(=O)(=O)N(C)C)cc2)CC1	6	0	nt	-2	2	nt	-2	nt
OCCNCc1cc(Br)ccc1OCc1ccc(F)cc1	nt	-6	nt	nt	-13	2	nt	-24
O=C(Cc1cccnc1)N1CC(=O)N2[C@H](C1)[C@H](c1ccc(C3=CCCC3)cc1)[C@@H]2CO	nt	nt	-0.1	nt	23	0	nt	10
CC(=O)C1=C(C)N(Cc2ccccc2)C(=O)N[C@@H]1c1cccc(C(F)(F)F)c1	0	3	0.3	1	-3	-1	-2	-38
COc1cccc(NC(=O)N[C@H]2C=C[C@H](CC(=O)N3CCN(C)CC3)O[C@@H]2CO)c1	1	nt	-0.3	-4	1	0	-4	11
CCc1ccc(OC)c(S(=O)(=O)Nc2ccc(Cc3ccncc3)cc2)c1	0	77	nt	0	nt	-4	5	-5
Cc1nc(N2CCN(C(c3ccccc3)c3ccccc3)CC2)[nH]c(=O)c1C	-1	5	nt	5	nt	nt	4	nt
O=C(Nc1cc(F)ccc1F)N1CCCCN2[C@H](CO)[C@H](c3ccc(-c4cncnc4)cc3)[C@@H]2C1	-14	5[16.7 µM]	-0.2	0	-5	2	0	-1
COC(=O)/C(=C/c1cccc([N+](=O)[O-])c1)NC(=O)c1ccc(OC)cc1	9	-6	-1.3	1	-1	3	3	-4
c1ccc2c3n(nc2c1)CCCCO3	5	-5	0.0	-1	nt	0	-4	-13
Cc1cnc(C(=O)OC(C)C(=O)Nc2ccc(Oc3ccccc3)cc2)cn1 (configuration not stated)	-1	-21	-0.2	-1	-1	0	3	-8
CN(C)c1ccc(CNC(=O)C2Cc3c(-c4cccc(C(N)=O)c4)ccnc3O2)cc1 (configuration not stated)	7	4	0.7	-1	-7	8	-5	-9
CCCCC12CN3CCN(CC(C3)/C1=N\NC(=O)c1ccccc1N)C2	-2	2	0.8	-1	4	nt	-2	nt
CCOc1ccc(-c2c[n+](=O)c3c(n2[O-])CCCC3)c(OCC)c1	5	-3	nt	2	2	nt	6	nt
C[C@@H]1CN([C@@H](C)CO)C(=O)c2cc(NC(=O)C3CCCCC3)ccc2O[C@@H](C)CCCCO[C@@H]1CN(C)S(=O)(=O)c1ccccc1	-2	-9[16.7 µM]	0.0	0	11	-4	-4	-64
CC(=O)Nc1ccc(-n2c(C)ccc2-c2ccccc2)cc1	-7	-2	nt	5	-13	1	4	-3
C[C@@H]1CN([C@@H](C)CO)S(=O)(=O)c2ccc(-c3cccnc3)cc2O[C@@H]1CN(C)C(=O)C1CCC1	1	-3[16.7 µM]	2.0	1	12	1	4	2
CC1CN(CC(O)COc2ccc(C(C)C)cc2)CC(C)O1 (configuration not stated)	-2	0	nt	0	12	nt	-7	nt
COc1ccc(S(=O)(=O)Nc2ccc3c(c2)C(=O)N([C@H](C)CO)C[C@H](C)[C@@H](CN(C)CC2CCCCC2)OCCCC[C@@H](C)O3)cc1	-1	-6[16.7 µM]	0.2	-3	6	nt	-30	nt
CC(=O)Nc1ccc(CN2CCN(CC(C)C)C(CCO)C2)cc1 (configuration not stated)	nt	nt	1.9	nt	3	-3	nt	-9
COc1ccc(NC(=O)N2CCC(NC(=O)c3ccco3)CC2)cc1	-1	0	nt	-2	-4	nt	-7	nt
CSc1ccc(/C=C/C(=O)NC23CC4CC(CC(C4)C2)C3)cc1	nt	3	nt	nt	3	-2	nt	-12
C[C@H](CO)N1C[C@H](C)[C@@H](CN(C)Cc2ccc(-c3ccccc3)cc2)Oc2c(NC(=O)NC3CCCCC3)cccc2C1=O	-2	32[16.7 µM]	nt	-7	-11	1	4	-4
Cc1cc(Br)ccc1NC(=O)CNC(=O)CSc1n[nH]c(N)n1	1	-4	nt	-1	-2	nt	2	nt
Fc1ccc(CN(Cc2ccccc2)C(c2cccs2)c2nnnn2C2CCCCC2)cc1 (configuration not stated)	0	38	nt	-1	?	nt	2	nt
CN1[C@H](C(=O)NC2CCCC2)[C@@H](CO)[C@@H]2Cn3c(ccc(-c4cccc(F)c4)c3=O)[C@@H]21	nt	nt	0.0	nt	-10	4	nt	6
Cc1cccc(NS(=O)(=O)c2nnc(NC(=O)c3ccc(Cl)cc3)s2)c1	-3	4	1.6	2	-8	2	11	2
O=S1(=O)CC(O)C(N=Nc2c(O)n(Cc3ccccc3)c3ccccc23)C1 (configuration not stated)	0	-9	nt	1	9	-5	nt	-6
C[C@@H]1CN([C@@H](C)CO)C(=O)c2cc(NC(=O)Cc3cn(C)c4ccccc34)ccc2O[C@@H]1CN(C)C(=O)Nc1ccc(F)cc1	1	-4[16.7 µM]	-14	46	0	-1	7	-26
CSc1ccc(OC2(C)CCN(Cc3ccc4c(c3)OCCO4)C2)cc1 (configuration not stated)	1	0	0.2	-2	-6	-2	0	-9
O=c1[nH]c(=S)[nH]nc1Cc1ccc(Cl)c(Cl)c1	-8	nt	nt	-1	-2	-6	1	-3
Cc1noc(C)c1S(=O)(=O)N(C)C[C@@H]1Oc2c(NS(=O)(=O)c3cn(C)cn3)cccc2C(=O)N([C@@H](C)CO)C[C@@H]1C	-2	-4[16.7 µM]	0.8	-1	11	-1	1	1
Cn1c(=O)c(-c2ccccc2)c(O)c2ccccc21	nt	-6	nt	nt	1	0	nt	-1
N#CC(=Nc1ccccc1)c1ccccc1	-6	nt	-0.2	0	-3	-2	-7	3
CCc1cc(=O)oc2cc(C)cc(OC(C)C(=O)NCCN3CCOCC3)c12 (configuration not stated)	-3	-2	-1.4	0	6	-2	1	-4
C[C@H]1CN([C@@H](C)CO)C(=O)Cc2cc(NS(=O)(=O)c3ccc(F)cc3)ccc2O[C@H]1CN(C)C(=O)NC1CCCCC1	-14	-1[16.7 µM]	0.4	-1	6	1	5	1
COc1ccc(NC(=O)Nc2ccc3c(c2)C(=O)N([C@H](C)CO)C[C@@H](C)[C@@H](CN(C)S(=O)(=O)c2cccs2)O3)cc1	-4	8[16.7 µM]	-1.7	3	2	0	-1	-3
O=C(C1=C[C@H](C2CC2)C[C@H](OCc2ccc(CO)cc2)O1)N1CCN(Cc2ccccc2)CC1	0	-6	0.1	-1	-6	-1	-1	-20

The list continues.
SMILES	PglD inh	miR-122 sensor	E-sel inducer	Cneo AK release	PGC1a acetyl inh	ERAP1 inh	RAD54 branch	RAD52 inh
CCOC(=O)C1=C[C@@H](C(C)(C)C)N(S(=O)(=O)c2ccc(C)cc2)[C@H]1c1ccc(C)cc1	-2	-1	-0.3	1	-10	-8	9	0
COc1ccc(NC(=O)C(CCS(C)(=O)=O)N2C(=O)c3ccccc3C2=O)cc1 (configuration not stated)	-1	-2	nt	2	nt	-3	3	-10
CCC(=O)N1CCc2cc(Br)cc(S(=O)(=O)C3(C(=O)OC)CC3)c21	-1	7	nt	-2	-4	nt	2	nt
O=C1c2ccc(-c3ccc(F)cc3OCc3ccccc3)cc2S(=O)(=O)c2cccc(C(=O)N3CCN(c4ncc(Cl)cc4Cl)CC3)c21	1	nt	-0.3	-1	nt	4	1	-14
C[C@H](NC(=O)C[C@H]1CC[C@H]2[C@@H](COC[C@H](O)CN2C(=O)Nc2cc(Cl)cc(Cl)c2)O1)c1ccccc1	1	-7[16.7 µM]	0.2	63	-5	-1	0	9
COC(=O)c1ccccc1NC(=O)CSc1nnc(Cc2ccc(Cl)cc2)o1	-3	-1	nt	0	-10	nt	-4	nt
COc1ccc(CCC(=O)Nc2cnc3ccccc3c2)cc1	6	2	nt	-6	nt	-2	-22	-5

In a second layout: 2 of the compounds above
Structure,PglD inh,miR-122 sensor,E-sel inducer,Cneo AK release,PGC1a acetyl inh,ERAP1 inh,RAD54 branch,RAD52 inh
CC(=O)Nc1ccc(CN2CCN(CC(C)C)C(CCO)C2)cc1 (configuration not stated),nt,nt,1.9,nt,3,-3,nt,-9
O=C(C1=C[C@H](C2CC2)C[C@H](OCc2ccc(CO)cc2)O1)N1CCN(Cc2ccccc2)CC1,0,-6,0.1,-1,-6,-1,-1,-20

Bioassay records as filed in PubChem.
